Assay outcomes from PubChem.
HTR2A ag = mouse Htr2a agonists via beta-arrestin recruitment, primary screen, cell-based, luminescence; actives 0.66% (n = 360,000); AID 624169, 2012; CHO-K1 mHTR2A beta-arrestin complementation; percent of 30 µM serotonin response; activation, % at 7.6 µM;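 active = activation above a run cutoff, the mean activation of all tested compounds plus 3 SD, cut at about 14% in these data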;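 also: 0% = plate median of compound wells and 100% = 30 µM serotonin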
PDI turbidity = inhibitors of human PDI, primary screen, biochemical, turbidity, single point, plate reader. Protein disulfide-isomerase (Homo sapiens), P07237. PDI insulin aggregation turbidity, A650, 90 min. actives 0.052% (n = 350,000). AID 588391, 2011. inhibition, % at 10 µM;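 active = mean inhibition across replicates of 30% or more, whatever share of single replicates reach that level; inconclusive = mean inhibition below 30% while every single replicate reaches 30%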;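 also: absorbance from insulin aggregation driven by PDI reduction with DTT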
CaV13 FRET inh = Primary screen for inhibitors of IQ motif and Ca2+-dependent inactivation inhibitor domain binding in CACNA1D, Förster resonance energy transfer in living cells, …; HEK cells, CFP/YFP FRET ICDI-IQ, plate reader, 10 min; percent FRET-ratio fall versus neutral wells; inhibition, % at 12.3 µM; actives 0.098% (n = 340,000); AID 743397;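 active = mean replicate inhibition of at least 30% and at least 1% of replicates passing that level; inconclusive = only one of the two criteria is met; inactive = neither criterion is met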;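 also: 0% = median of the neutral control wells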
Exocytosis inh = LAMP-1 surface exposure blockers, TALL-104 cells – cell-based, flow cytometry, MLPCN library, primary screen | TALL-104 LAMP-1 surface exposure; cells stimulated with thapsigargin and PMA | inhibition, % at 10 µM | AID 651702, 2012 | actives 0.66% (n = 360,000);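 active = inhibition above about 55%, limit read from the data; inconclusive = no clear call, values can overlap the other calls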
Vif imaging = HIV Vif self-association inhibitors, primary screen, imaging, HEK293T, single point; AID 602346, 2012; actives 0.35% (n = 340,000); HEK293T cells, Vif self-association by quenched fluorescence, 24 h; inhibition, % at 7.49 µM; in the data active = inhibition above about 50%, passing the limit was not always enough; inconclusive = no clear call, values can overlap the other calls; inactive = below about 31%; also: some results filed as inactive read as strong as hits
N-glyco inh = increase of ERlucT glycosylation luciferase signal, primary screen, N-linked glycosylation inhibitor project, D54 ERlucT cells, luminescence, set 2; D54 ERlucT glycosylation luciferase reporter, 24 h; percent of 100 nM tunicamycin response; reporter increase, % at 12.5 µM; actives 0.23% (n = 360,000); AID 588692, 2011;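 active = mean luciferase reporter signal, scaled so untreated is 0 and the glycosylation-blocking control 100, at or above a set limit in every replicate; inconclusive = mean reaches the limit but not every replicate does; inactive = mean below the limit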;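 also: luciferase carries N-glycosylation sites so blocking glycosylation raises the light; 0% = median of neutral control wells and 100% = median of 100 nM tunicamycin wells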
hiPSC survival = enhancers of single-cell hiPSC survival, primary screen, ATPlite luminescence. 100% = ROCK inhibitor wells, 0% = DMSO. survival enhancement, % at 20 µM. actives 0.044% (n = 360,000). AID 602274, 2012; in the data active = survival enhancement above about 18%;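 also: cells exposed to compounds for 16 hours before the ATP read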
ABCB6 inh 2 = ABCB6 transporter inhibitors, primary screen, K562-ABCB6 cells, flow cytometry, MLPCN library. ATP-binding cassette sub-family B member 6 (Homo sapiens), Q9NP58. K562-ABCB6 porphyrin accumulation, 1 h; active compounds read low. fluorescence ratio to DMSO, % at 10 µM. actives 0.19% (n = 360,000). AID 602162, 2011;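 active = fluorescence ratio to DMSO below 75%, the collection mean minus 3 SD; inconclusive = too few cells collected in the well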;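 also: signal is porphyrin accumulated inside mitochondria; 100% equals median channel fluorescence of DMSO control wells; lower ratio means ABCB6 inhibition with less porphyrin fluorescence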
Target sequence (Q9NP58 whole entry, looked up): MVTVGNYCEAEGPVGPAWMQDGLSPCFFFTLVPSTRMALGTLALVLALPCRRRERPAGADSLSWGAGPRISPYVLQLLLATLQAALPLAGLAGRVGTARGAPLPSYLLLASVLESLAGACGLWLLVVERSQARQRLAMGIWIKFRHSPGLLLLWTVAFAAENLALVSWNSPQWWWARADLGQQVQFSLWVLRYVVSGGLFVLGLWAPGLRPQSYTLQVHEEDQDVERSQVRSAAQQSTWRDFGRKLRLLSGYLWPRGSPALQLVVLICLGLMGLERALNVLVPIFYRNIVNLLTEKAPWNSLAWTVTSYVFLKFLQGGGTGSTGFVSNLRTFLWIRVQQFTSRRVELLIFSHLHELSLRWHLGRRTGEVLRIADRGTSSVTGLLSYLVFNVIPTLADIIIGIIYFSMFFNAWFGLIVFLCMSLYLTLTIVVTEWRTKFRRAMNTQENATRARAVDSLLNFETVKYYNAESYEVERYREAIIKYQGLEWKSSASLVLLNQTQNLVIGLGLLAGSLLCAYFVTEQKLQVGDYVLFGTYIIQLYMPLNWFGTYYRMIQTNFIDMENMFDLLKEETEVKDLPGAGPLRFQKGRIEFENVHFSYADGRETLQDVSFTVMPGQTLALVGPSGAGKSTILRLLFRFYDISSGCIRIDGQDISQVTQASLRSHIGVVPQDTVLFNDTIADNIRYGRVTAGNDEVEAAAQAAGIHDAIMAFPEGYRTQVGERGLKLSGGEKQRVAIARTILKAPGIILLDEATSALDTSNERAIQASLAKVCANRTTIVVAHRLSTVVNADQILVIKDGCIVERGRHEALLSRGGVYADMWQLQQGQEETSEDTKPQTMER
aDG glyco up = activators of alpha-DG glycosylation, primary screen, uHTS, Pro5-aDG cells, AlphaScreen. alpha-DG glycosylation AlphaScreen (IIH6); 0% Pro5, 100% B10-LARGE cell signal. activation, % at 10 µM. actives 0.22% (n = 360,000). AID 624168, 2012;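 active = activation of at least 8% versus controls, or a plate z-score of at least 8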;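 also: Pro5 are CHO cells carrying HIG-tagged alpha-DG that lacks glycosylation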
H9c2 protect = cardioprotection against H2O2-induced cell death, primary screen, uHTS, H9c2 cells, ATPLite luminescence; protection from H2O2 cell death, % at 20 µM; actives 0.63% (n = 360,000); H9c2 cardiomyocytes, H2O2 injury protection, 2 h;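 active = compounds giving at least 50% protection of heart cells from peroxide-induced death in the single-dose screen, raw or plate-pattern-corrected value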;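 also: 0% = DMSO wells with peroxide and 100% = DMSO wells without peroxide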
Starred values were filed as active, the others as inactive. Rows are unselected. About 3.1% of those tested had a hit in this group.

CC(C)Cc1cc(C(=O)N(C)C2CCCN(Cc3ccccc3F)C2)n(C)n1 (centres undefined) was read as HTR2A ag 2, PDI turbidity 4, CaV13 FRET inh -7, Exocytosis inh -2, Vif imaging -2, N-glyco inh 0, hiPSC survival -0.7, ABCB6 inh 2 106, aDG glyco up -0.2 and H9c2 protect -4.
For COCCn1c(SC(C)C(=O)Nc2ccc(N3CCOCC3)cc2)nnc1-c1ccncc1 (centres undefined) the results were HTR2A ag 9, PDI turbidity -10, Exocytosis inh 4, Vif imaging 0, N-glyco inh 5, hiPSC survival 1.6, ABCB6 inh 2 103, aDG glyco up 0.0 and H9c2 protect 1.
For N#Cc1ccccc1OCC(=O)OCC(=O)NC1CCS(=O)(=O)C1 (centres undefined) the results were HTR2A ag -4, PDI turbidity -25, CaV13 FRET inh -3, Exocytosis inh 6, Vif imaging -1, N-glyco inh 1, hiPSC survival 1.3, ABCB6 inh 2 106, aDG glyco up 0.1 and H9c2 protect 5.
Screening CCCCC[C@@H](C)N1C[C@@H](COCc2ccccc2)Oc2cc(N3CCC[C@@H]3CO)ccc2S1(=O)=O returned HTR2A ag 1, CaV13 FRET inh -7, Exocytosis inh -1, hiPSC survival -0.5, ABCB6 inh 2 97 and aDG glyco up 0.0.
Screening O=C(NCc1ccco1)C(c1ccncc1)N(C(=O)Cn1nnc2ccccc21)c1ccccc1 (centres undefined) returned HTR2A ag 2, PDI turbidity -4, CaV13 FRET inh -3, Exocytosis inh -3, Vif imaging 1, N-glyco inh 1, hiPSC survival -0.4, ABCB6 inh 2 94, aDG glyco up 0.3 and H9c2 protect -3.
`CCN(CC)S(=O)(=O)c1ccc(N2CCCC2)c(NC(=O)Cc2cc(OC)c(OC)c(OC)c2)c1` gave HTR2A ag -7, PDI turbidity -10, CaV13 FRET inh -2, Exocytosis inh -14, Vif imaging 10, N-glyco inh 2, hiPSC survival 1.7, ABCB6 inh 2 100, aDG glyco up 0.1 and H9c2 protect 9.
`COCCSc1ccccc1C(=O)Nc1ccccc1C#N` gave HTR2A ag -1, PDI turbidity 4, CaV13 FRET inh -21, Exocytosis inh 2, Vif imaging 19, N-glyco inh 0, hiPSC survival 4.5, ABCB6 inh 2 101, aDG glyco up -0.3 and H9c2 protect -4.
Screening COCCCNCC(=O)Nc1ccc(OC(F)(F)F)cc1 returned HTR2A ag 2, PDI turbidity -3, Exocytosis inh 4, N-glyco inh 0, hiPSC survival 3.4, ABCB6 inh 2 89, aDG glyco up 0.1 and H9c2 protect 7.
O=C(Nc1ccccn1)c1cc2cc([N+](=O)[O-])ccc2s1 was read as HTR2A ag -1, PDI turbidity -4, CaV13 FRET inh 1, Exocytosis inh -1, Vif imaging -7, N-glyco inh -9, hiPSC survival -0.9, ABCB6 inh 2 109, aDG glyco up -0.3 and H9c2 protect -14.
Screening CCCOc1ccc(/C=N/NC(=O)c2ccc3c(c2)OCO3)c(OCCC)c1 returned HTR2A ag 1, PDI turbidity -5, CaV13 FRET inh -4, Exocytosis inh 11, Vif imaging -3, N-glyco inh 1, hiPSC survival -0.1, ABCB6 inh 2 98, aDG glyco up 0.2 and H9c2 protect 5.
`CCN(CC(=O)Nc1c(F)cccc1F)C(=O)c1cnccn1` gave HTR2A ag 3, PDI turbidity 3, CaV13 FRET inh -6, Exocytosis inh 12, Vif imaging 2, N-glyco inh 1, hiPSC survival -0.6, ABCB6 inh 2 105, aDG glyco up -0.1 and H9c2 protect -3.
CCC(CC)C(=O)N(C)c1c(C)nc2c(OCC(=O)N(C)C)cccn12 was read as HTR2A ag -1, PDI turbidity 1, CaV13 FRET inh -5, Exocytosis inh 18, Vif imaging 10, N-glyco inh 1, hiPSC survival -1.0, ABCB6 inh 2 97, aDG glyco up 0.0 and H9c2 protect 4.
Cn1cc(C(=O)N2CCN(c3ccccn3)CC2)c(=O)c2cc(S(=O)(=O)N3CCOCC3)ccc21 was read as HTR2A ag 8, PDI turbidity -7, CaV13 FRET inh -5, Exocytosis inh 9, N-glyco inh 2, hiPSC survival 1.2, ABCB6 inh 2 93, aDG glyco up 0.5 and H9c2 protect -3.
Screening O=C1NC[C@@H](CCCCN2CCN(CCc3ccccc3)C(=O)C2=O)N(CCC2CCCCC2)C1=O returned HTR2A ag 1, CaV13 FRET inh -6, Exocytosis inh 2, hiPSC survival -0.5, ABCB6 inh 2 97 and aDG glyco up 0.0.
COc1ccc(C(C(=O)OCCN(C)C)c2ccccc2)cc1 (centres undefined) was read as HTR2A ag -2, PDI turbidity -1, Exocytosis inh -5, Vif imaging 9, N-glyco inh -2, hiPSC survival -2.4, ABCB6 inh 2 95, aDG glyco up 0.3 and H9c2 protect 8.
Screening O=C(NCCc1ccc(Cl)cc1)c1ccc2[nH]c(=O)c(=O)[nH]c2c1 returned HTR2A ag -2, PDI turbidity 12, CaV13 FRET inh -3, Exocytosis inh -2, Vif imaging -1, N-glyco inh 4, hiPSC survival 0.2, ABCB6 inh 2 99, aDG glyco up -0.1 and H9c2 protect 6.
COc1ccc(NC(=O)CSCC(=O)Nc2ccc(S(=O)(=O)N3CCCCC3)cc2)cc1 was read as HTR2A ag 1, PDI turbidity 3, CaV13 FRET inh -2, Exocytosis inh 2, Vif imaging 14, N-glyco inh 0, hiPSC survival -0.3, ABCB6 inh 2 94, aDG glyco up -0.2 and H9c2 protect -2.
CSc1cccc(NC(=S)N(CCC(C)C)C2CCN(C(C)=O)CC2)c1 was read as HTR2A ag -1, PDI turbidity -9, CaV13 FRET inh -15, Exocytosis inh -2, Vif imaging -1, N-glyco inh -2, hiPSC survival 0.3, ABCB6 inh 2 100, aDG glyco up -0.1 and H9c2 protect -1.
`COc1ccc(-n2nc3ccc(N)cc3n2)cc1Cl` gave HTR2A ag 7, PDI turbidity -1, CaV13 FRET inh inconclusive, Exocytosis inh 1, Vif imaging 1, N-glyco inh -3, hiPSC survival -0.7, ABCB6 inh 2 103, aDG glyco up 2.0 and H9c2 protect -16.
CCCS(=O)(=O)NC(=O)C1(C)CCN(C(=O)c2ccc3c(c2)OCO3)C1 (centres undefined) was read as HTR2A ag 0, PDI turbidity 5, CaV13 FRET inh -6, Exocytosis inh -2, N-glyco inh -7, hiPSC survival -2.0, ABCB6 inh 2 77, aDG glyco up 0.2 and H9c2 protect 0.
For Cc1ccc(NC(=O)NC(=O)COc2ccc(Cl)cc2Cl)c(C)c1 the results were HTR2A ag -1, PDI turbidity -2, CaV13 FRET inh -5, Exocytosis inh -2, Vif imaging 4, N-glyco inh 4, hiPSC survival -2.2, ABCB6 inh 2 83, aDG glyco up 0.0 and H9c2 protect 0.
For Cc1c(C)n(C(=O)CN2CCN(c3ccccc3)CC2)c2ccccc12 the results were HTR2A ag -2, PDI turbidity -8, CaV13 FRET inh -5, Exocytosis inh -3, Vif imaging 25, N-glyco inh 7, hiPSC survival -3.8, ABCB6 inh 2 90, aDG glyco up 1.0 and H9c2 protect -12.
`C=CCC1C=C(Cc2ccccc2)CC(CC=C)N1` (centres undefined) gave HTR2A ag 1, PDI turbidity 6, CaV13 FRET inh -5, Exocytosis inh 1, Vif imaging 6, N-glyco inh -3, hiPSC survival -0.2, ABCB6 inh 2 97, aDG glyco up 0.1 and H9c2 protect -3.
For CCCCN(C)C(=O)c1sc(=O)n(Cc2ccccc2F)c1C the results were HTR2A ag -4, PDI turbidity -1, CaV13 FRET inh -3, Exocytosis inh -7, Vif imaging -1, N-glyco inh 1, hiPSC survival -0.2, ABCB6 inh 2 107, aDG glyco up -0.3 and H9c2 protect 0.
Cc1cccc(NC(=O)CN2CCN(C(=O)c3ccc(OCc4cn5ccccc5n4)cc3)CC2)c1C was read as HTR2A ag -9, PDI turbidity -2, CaV13 FRET inh -3, Exocytosis inh 4, Vif imaging 1, N-glyco inh 0, hiPSC survival -2.1, ABCB6 inh 2 94, aDG glyco up 0.0 and H9c2 protect -1.
`COc1ccccc1CNC(=O)CN(C)S(=O)(=O)c1ccc(F)cc1` gave HTR2A ag -2, PDI turbidity -2, CaV13 FRET inh -3, Exocytosis inh 10, Vif imaging -2, N-glyco inh 0, hiPSC survival 0.5, ABCB6 inh 2 96, aDG glyco up -0.2 and H9c2 protect -1.
Screening CCn1cc2nc(SCC(=O)Nc3ccc(F)cc3F)n(Cc3ccccc3)c(=O)c2n1 returned HTR2A ag 0, PDI turbidity 4, CaV13 FRET inh -3, Exocytosis inh 0, Vif imaging -3, N-glyco inh -1, hiPSC survival -0.6, ABCB6 inh 2 95, aDG glyco up 0.2 and H9c2 protect -5.
`CC(=O)c1cccc(NC(=O)N[C@@H](CC(C)C)C(=O)O)c1` gave HTR2A ag 2, PDI turbidity -7, CaV13 FRET inh -12, Exocytosis inh -1, Vif imaging 2, N-glyco inh 1, hiPSC survival 7.5, ABCB6 inh 2 100, aDG glyco up 0.0 and H9c2 protect -1.
`Cc1ccc(C2C(C#N)=C(N)Oc3n[nH]c(-c4cccs4)c32)cc1` (centres undefined) gave HTR2A ag -2, PDI turbidity -7, CaV13 FRET inh -5, Exocytosis inh 0, N-glyco inh 1, hiPSC survival -1.7, ABCB6 inh 2 97, aDG glyco up -0.1 and H9c2 protect 1.
COc1ccc(O)c(C(=O)CC(=O)c2ccccc2C)c1 was read as HTR2A ag 2, PDI turbidity -2, CaV13 FRET inh -1, Exocytosis inh -7, Vif imaging 1, N-glyco inh -3, hiPSC survival 4.3, ABCB6 inh 2 97, aDG glyco up 1.1 and H9c2 protect 21.
Screening c1ccc(Sc2nc(N3CCCCC3)nc(N3CCCCC3)n2)nc1 returned HTR2A ag 3, PDI turbidity 13, CaV13 FRET inh -9, Exocytosis inh -1, Vif imaging -12, N-glyco inh -1, hiPSC survival -0.8, ABCB6 inh 2 101, aDG glyco up 0.1 and H9c2 protect -16.
Cn1nc(C(F)(F)F)cc1C(=O)Nc1ccc(-c2ccno2)cc1 was read as HTR2A ag -4, PDI turbidity 2, CaV13 FRET inh -5, Exocytosis inh -1, Vif imaging -5, N-glyco inh -6, hiPSC survival -0.5, ABCB6 inh 2 97, aDG glyco up 0.4 and H9c2 protect -4.
For CC1CCN(C(=O)c2nc[nH]c2C(=O)O[C@H](C)c2ccccc2)CC1 the results were HTR2A ag 3, PDI turbidity -9, CaV13 FRET inh -13, Exocytosis inh 1, Vif imaging 9, N-glyco inh 0, hiPSC survival 1.6, ABCB6 inh 2 99, aDG glyco up 0.2 and H9c2 protect 4.
